FadD28 binding: inhibitors of Mycobacterium tuberculosis FadD28 bisubstrate binding. actives 0.22% (n = 360,000). inhibition, % at 12.5 µM. FadD28 bisubstrate probe binding, fluorescence polarization; in the data active means inhibition above about 8.5%, passing the limit was not always enough; inconclusive means no clear call, values can overlap the other calls
BioA inh: inhibitors of Mycobacterium tuberculosis BioA enzyme | purified M. tuberculosis BioA enzyme, plate reader | inhibition, % at 9.99 µM | actives 0.096% (n = 360,000) | AID 602481; in the data active means inhibition above about 40%; inconclusive means no clear call, values can overlap the other calls
BoNT-F LC inh: BoNT F light chain protease inhibition | Multiplex microsphere protease cleavage assay, flow cytometry | inhibition, % at 10 µM | actives 0.22% (n = 360,000); in the data active means inhibition above about 35%, passing the limit was not always enough; inconclusive means no clear call, values can overlap the other calls; further: plate controls were buffer without enzyme for full effect and enzyme alone for no effect
Rv3671c protease: inhibits the M. tuberculosis serine protease Rv3671c; actives 0.048% (n = 320,000); inhibition, % at 5.96 µM; in the data active means inhibition above about 38%;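 further: extracellular domain of Rv3671c used as enzyme; 0% = enzyme with DMSO and 100% = no enzyme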
Target sequence (P9WHR9 whole entry, looked up, the tested form may be a part): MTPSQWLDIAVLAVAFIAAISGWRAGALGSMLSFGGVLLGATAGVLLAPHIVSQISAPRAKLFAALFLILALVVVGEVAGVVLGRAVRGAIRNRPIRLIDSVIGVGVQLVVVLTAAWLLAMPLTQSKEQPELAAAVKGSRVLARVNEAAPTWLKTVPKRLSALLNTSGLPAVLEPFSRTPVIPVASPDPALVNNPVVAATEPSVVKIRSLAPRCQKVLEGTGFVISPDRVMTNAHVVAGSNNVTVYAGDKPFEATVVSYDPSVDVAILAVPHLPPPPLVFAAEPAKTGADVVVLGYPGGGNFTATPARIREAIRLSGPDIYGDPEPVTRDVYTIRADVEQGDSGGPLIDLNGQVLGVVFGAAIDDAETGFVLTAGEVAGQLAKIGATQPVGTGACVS
PrPC surface inh: inhibitors of human cell surface prion protein PrPC; actives 0.43% (n = 370,000); AID 720596; P04156; inhibition, % at 13.8 µM; TR-FRET read-out; in the data active means inhibition above about 24%; further: 0% = median of the test wells and 100% = reference compound wells
UGM FP inh: Mtb UDP-galactopyranose mutase inhibition; P9WIQ1; purified UGM, fluorescence polarization probe displacement; inhibition, % at 10 µM; actives 0.06% (n = 320,000); AID 504406; in the data active means inhibition above about 10%, passing the limit was not always enough; inconclusive means no clear call, values can overlap the other calls
MazEF act: increases E. coli MazEF RNase cleavage of RNA. P0AE70. AID 504720. actives 0.32% (n = 350,000). FAM/BHQ RNA-DNA oligo cleavage fluorescence, 5 h. activation, % at 20 µM; in the data active means activation above about 50%
Target sequence (P0AE70 whole entry, looked up): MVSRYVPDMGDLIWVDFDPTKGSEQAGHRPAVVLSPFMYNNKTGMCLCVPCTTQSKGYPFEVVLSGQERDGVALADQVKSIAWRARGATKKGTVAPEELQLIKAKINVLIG
FBA Mtb inh: Mtb fructose-bisphosphate aldolase inhibition; purified M. tuberculosis FBA, fluorescence read-out; inhibition, % at 1 µM; actives 2.3% (n = 360,000); in the data active means inhibition above about 27%;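 further: 0% = vehicle and 100% = reference inhibitor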
Target sequence (P9WQA3 whole entry, looked up): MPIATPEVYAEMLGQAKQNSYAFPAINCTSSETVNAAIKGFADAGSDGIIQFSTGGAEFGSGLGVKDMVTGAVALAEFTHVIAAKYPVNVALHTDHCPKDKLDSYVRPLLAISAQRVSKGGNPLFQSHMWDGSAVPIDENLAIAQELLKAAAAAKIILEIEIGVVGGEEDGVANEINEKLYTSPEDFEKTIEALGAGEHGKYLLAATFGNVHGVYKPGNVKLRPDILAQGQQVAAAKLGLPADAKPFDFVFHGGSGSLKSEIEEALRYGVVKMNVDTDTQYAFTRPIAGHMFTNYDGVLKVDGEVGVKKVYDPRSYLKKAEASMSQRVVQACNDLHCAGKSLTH
GDH-TPI counter: GDH-TPI coupled enzyme inhibition counter-screen. GDH-TPI coupled enzyme counterscreen, NADH absorbance. inhibition, % at 4.8 µM. actives 1.2% (n = 360,000); in the data active means inhibition above about 30%;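 further: 0% = DMSO wells and 100% = wells lacking the enzyme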
An asterisk follows results filed as active; ? = inconclusive; . = not tested or not shown.

1: CCN1CCC2(CC1)NC(=O)c1ccccc1O2
2: O=S(=O)(NCc1csc(-c2cccnc2)n1)c1ccc(Br)cc1
3: Cc1nc(NC(=O)C2CC2)sc1C
4: O=c1[nH]c(=S)n(C2CC2)c(O)c1C=NCCc1ccccc1
5: CC(C)NS(=O)(=O)c1ccc(CCC(=O)NCc2ccccn2)cc1
assay / entry,1,2,3,4,5
UGM FP inh,-1.2,-0.5,-0.4,0.7,0.7
FadD28 binding,0.1,-3.9,-1.2,.,-3.2
BoNT-F LC inh,-5,7,4,.,16
GDH-TPI counter,8,-2,6,.,6
FBA Mtb inh,7,-1,-3,.,1
Rv3671c protease,-7,-12,10,-2,7
BioA inh,.,1.7,-1.5,.,-0.9
MazEF act,-5,10,-2,0,9
PrPC surface inh,-6,-3,-1,3,-3

6: Cc1cc(C)n(-c2nnc(C)n2/N=C/c2cc(Br)ccc2OCc2ccccc2)n1
7: O=C(/C=C/c1ccco1)NC(=S)Nc1ccccn1
8: O=C(O)C1CC(C(=O)O)SS1 (stereo unspecified)
9: CC(=O)Nc1cccc(NC(=O)C(=O)NCC(c2ccco2)N2CCc3ccccc3C2)c1 (stereo unspecified)
10: CC(C)N(C(=O)[C@H]1C[C@H](CC(=O)NCCN2CCOCC2)C(=O)N2CCc3c([nH]c4cc(CCC(=O)N(C)C)ccc34)[C@]12C)C(C)C
assay / entry,6,7,8,9,10
UGM FP inh,1.2,-2.7,.,0.4,.
FadD28 binding,-6.2,1.6,-2.8,-3.8,-3.5
BoNT-F LC inh,0,-8,-1,-7,9
GDH-TPI counter,6,40*,3,2,-1
FBA Mtb inh,1,1,4,0,0
Rv3671c protease,7,-2,.,-4,.
BioA inh,4.9,-0.7,1.2,0.2,0.7
MazEF act,0,3,-17,-3,10
PrPC surface inh,0,-7,6,4,-8

11: CCOC(=O)c1[nH]c2c(c1-c1ccccc1)C(=O)CC(c1ccc(OC)c(OC)c1)C2 (stereo unspecified)
12: Nc1nc(SCCOc2ccccc2)n[nH]1
13: CCN(CC)C(=O)C1CCCN(C(=O)CCn2nnnc2CN2CCOCC2)C1 (stereo unspecified)
14: CCOC(=O)N1CCN(C(=O)CC(C)S(=O)(=O)c2cc3c(cc2C)NC(=O)CO3)CC1 (stereo unspecified)
15: CCN(CC)S(=O)(=O)c1ccc(Cl)nc1
assay / entry,11,12,13,14,15
UGM FP inh,-1.1,0.0,-0.5,-1.1,-1.3
FadD28 binding,-1.1,-0.2,-0.1,-3.2,-1.1
BoNT-F LC inh,-4,2,-1,2,-1
GDH-TPI counter,-5,6,1,10,8
FBA Mtb inh,0,-2,-1,-1,63*
Rv3671c protease,3,8,6,8,-2
BioA inh,20,-0.2,-1.4,-2.0,.
MazEF act,7,3,6,12,-1
PrPC surface inh,1,-5,-6,-1,8

16: CC(=O)N1N=C(c2ccc3ccccc3c2)OC1(C)C
17: O=C1N/C(=N/Nc2ccccc2)S/C1=C\c1ccccc1
18: Cc1oc2cc3oc(=O)c(CCC(=O)NCCCC(=O)O)c(C)c3cc2c1C
19: N=c1nc(-c2ccccc2)ccn1O
20: Cc1ccc(S(=O)(=O)n2cccc2/C=C/[N+](=O)[O-])cc1
assay / entry,16,17,18,19,20
UGM FP inh,0.4,0.9,0.5,3.8,.
FadD28 binding,-2.2,2.8,0.2,-1.4,-1.2
BoNT-F LC inh,0,-8,-10,.,2
GDH-TPI counter,6,29,14,39*,16
FBA Mtb inh,68*,1,20,-15,-2
Rv3671c protease,2,8,5,-2,.
BioA inh,-0.6,0.9,-1.2,-1.6,0.0
MazEF act,6,-23,-16,3,-24
PrPC surface inh,3,5,2,-7,2

21: CCC1CN(C(=O)N2CCC(C(=O)NCCc3ccc(OC)c(OC)c3)CC2)c2ccccc2O1 (stereo unspecified)
22: Cn1c(SCCOc2ccccc2F)nc2ccccc2c1=O
23: Cc1cccc2sc(NC(=O)CN(C)S(=O)(=O)c3cccs3)nc12
24: COc1cccc(-c2nc(NC(C)C)c3ccccc3n2)c1O
25: COc1cccc(C(=O)Nc2ccc(NC(=O)c3cc4ccccc4o3)c(OC)c2)c1
assay / entry,21,22,23,24,25
UGM FP inh,-0.7,-2.8,.,-2.1,-3.3
FadD28 binding,-3.1,5.6,-4.9,-3.4,-3.8
BoNT-F LC inh,7,-2,-10,-7,?
GDH-TPI counter,-7,-2,-3,3,4
FBA Mtb inh,0,1,-4,0,1
Rv3671c protease,12,-7,-17,3,3
BioA inh,-1.1,.,.,-1.5,6.0
MazEF act,-32,-12,8,0,-10
PrPC surface inh,6,2,6,-3,5

15 structures from above, arranged by molecular weight, smallest number first:
19: N=c1nc(-c2ccccc2)ccn1O
1: CCN1CCC2(CC1)NC(=O)c1ccccc1O2
15: CCN(CC)S(=O)(=O)c1ccc(Cl)nc1
7: O=C(/C=C/c1ccco1)NC(=S)Nc1ccccn1
20: Cc1ccc(S(=O)(=O)n2cccc2/C=C/[N+](=O)[O-])cc1
17: O=C1N/C(=N/Nc2ccccc2)S/C1=C\c1ccccc1
24: COc1cccc(-c2nc(NC(C)C)c3ccccc3n2)c1O
assay / entry,19,1,15,7,20,17,24
UGM FP inh,3.8,-1.2,-1.3,-2.7,.,0.9,-2.1
FadD28 binding,-1.4,0.1,-1.1,1.6,-1.2,2.8,-3.4
BoNT-F LC inh,.,-5,-1,-8,2,-8,-7
GDH-TPI counter,39*,8,8,40*,16,29,3
FBA Mtb inh,-15,7,63*,1,-2,1,0
Rv3671c protease,-2,-7,-2,-2,.,8,3
BioA inh,-1.6,.,.,-0.7,0.0,0.9,-1.5
MazEF act,3,-5,-1,3,-24,-23,0
PrPC surface inh,-7,-6,8,-7,2,5,-3

4: O=c1[nH]c(=S)n(C2CC2)c(O)c1C=NCCc1ccccc1
22: Cn1c(SCCOc2ccccc2F)nc2ccccc2c1=O
5: CC(C)NS(=O)(=O)c1ccc(CCC(=O)NCc2ccccn2)cc1
18: Cc1oc2cc3oc(=O)c(CCC(=O)NCCCC(=O)O)c(C)c3cc2c1C
13: CCN(CC)C(=O)C1CCCN(C(=O)CCn2nnnc2CN2CCOCC2)C1 (stereo unspecified)
25: COc1cccc(C(=O)Nc2ccc(NC(=O)c3cc4ccccc4o3)c(OC)c2)c1
21: CCC1CN(C(=O)N2CCC(C(=O)NCCc3ccc(OC)c(OC)c3)CC2)c2ccccc2O1 (stereo unspecified)
assay / entry,4,22,5,18,13,25,21
UGM FP inh,0.7,-2.8,0.7,0.5,-0.5,-3.3,-0.7
FadD28 binding,.,5.6,-3.2,0.2,-0.1,-3.8,-3.1
BoNT-F LC inh,.,-2,16,-10,-1,?,7
GDH-TPI counter,.,-2,6,14,1,4,-7
FBA Mtb inh,.,1,1,20,-1,1,0
Rv3671c protease,-2,-7,7,5,6,3,12
BioA inh,.,.,-0.9,-1.2,-1.4,6.0,-1.1
MazEF act,0,-12,9,-16,6,-10,-32
PrPC surface inh,3,2,-3,2,-6,5,6

10: CC(C)N(C(=O)[C@H]1C[C@H](CC(=O)NCCN2CCOCC2)C(=O)N2CCc3c([nH]c4cc(CCC(=O)N(C)C)ccc34)[C@]12C)C(C)C
assay / entry,10
UGM FP inh,.
FadD28 binding,-3.5
BoNT-F LC inh,9
GDH-TPI counter,-1
FBA Mtb inh,0
Rv3671c protease,.
BioA inh,0.7
MazEF act,10
PrPC surface inh,-8

(cont.)
26: CCn1nc(C)cc1C(=O)N1CCCC(C(=O)c2ccc(Oc3ccccc3)cc2)C1 (stereo unspecified)
27: COC(=O)[C@@]12CCCCN1[C@H](c1ccc(SC3CCCCC3)cc1)[C@H]1C(=O)N(C)C(=O)[C@H]12
28: Cn1c(=O)c2cc(S(=O)(=O)NCCC(=O)NCC3CCCO3)ccc2n(C)c1=O (stereo unspecified)
29: CC(C)(C)NC(=O)C(c1ccc(-c2ccccc2)cc1)N(C[C@H]1CC[C@@H]([C@@H]2CC[C@H](CO)O2)O1)C(=O)c1ccc(-c2ccccc2)cc1 (stereo partly specified)
30: CCNc1nc(NCC)nc(N/N=C(\C)c2ccc(OC)cc2)n1
assay / entry,26,27,28,29,30
UGM FP inh,-0.9,-1.4,1.6,.,-2.7
FadD28 binding,-1.5,-2.2,1.9,-8.1,-2.2
BoNT-F LC inh,19,-3,8,-3,-2
GDH-TPI counter,2,-9,-5,6,4
FBA Mtb inh,-1,-1,1,-1,-4
Rv3671c protease,-5,-10,-1,.,5
BioA inh,2.0,-1.1,-0.7,0.0,.
MazEF act,-12,-9,-1,-7,2
PrPC surface inh,2,-4,2,.,-10

31: COc1ccc(Cn2c(=O)c3cccnc3n(Cc3ccc([N+](=O)[O-])cc3)c2=O)cc1
32: Cc1ccc(NC(=O)c2sc3nc(C)cc(C)c3c2N)cc1
33: C(#Cc1ccccc1)C[N+]1(CC#Cc2cccc3ccccc23)CCCC1
34: CCN(CC)CCC12CC(C)OC1=Nc1ccccc1NC2=O (stereo unspecified)
35: COc1ccc(OC)c(S(=O)(=O)NC(=O)C2(C)CCN2C(=O)Cc2ccccc2)c1 (stereo unspecified)
assay / entry,31,32,33,34,35
UGM FP inh,-0.7,-1.7,-0.2,.,.
FadD28 binding,-1.1,-0.4,-3.3,-0.5,1.2
BoNT-F LC inh,-5,25,-6,-3,-6
GDH-TPI counter,6,18,3,.,12
FBA Mtb inh,3,20,1,1,1
Rv3671c protease,-1,0,6,.,.
BioA inh,1.0,-0.8,.,-3.3,-2.0
MazEF act,-12,17,25,.,.
PrPC surface inh,-3,7,12,-9,-3

A different layout for some results above:
Values in the order: UGM FP inh | FadD28 binding | BoNT-F LC inh | GDH-TPI counter | FBA Mtb inh | Rv3671c protease | BioA inh | MazEF act | PrPC surface inh
32	Cc1ccc(NC(=O)c2sc3nc(C)cc(C)c3c2N)cc1
→ -1.7 | -0.4 | 25 | 18 | 20 | 0 | -0.8 | 17 | 7
33	C(#Cc1ccccc1)C[N+]1(CC#Cc2cccc3ccccc23)CCCC1
→ -0.2 | -3.3 | -6 | 3 | 1 | 6 | . | 25 | 12

Next results
36: COc1ccc(Cl)cc1C(=O)NCCS(=O)(=O)N1CCN(c2ccccc2F)CC1
37: CC(=O)c1ccc(NC(=O)C2CCN(S(=O)(=O)c3cccs3)CC2)cc1
38: O=C(CSc1nnc(-c2ccco2)n1Cc1ccco1)N1CCOCC1
39: COc1ccccc1CCNC1CCC(C)CC1 (stereo unspecified)
40: Cc1ccc(S(=O)(=O)N2CCCOC2CNC(=O)C(=O)NCCc2c[nH]c3ccccc23)cc1 (stereo unspecified)
assay / entry,36,37,38,39,40
UGM FP inh,1.3,-0.4,1.2,0.1,-0.9
FadD28 binding,-4.1,-2.0,-0.3,-2.1,-1.7
BoNT-F LC inh,-5,1,6,-5,-4
GDH-TPI counter,-4,-2,0,-3,5
FBA Mtb inh,-3,0,-3,-2,-6
Rv3671c protease,-2,-13,0,-5,-5
BioA inh,-0.5,20,-0.4,.,-0.9
MazEF act,4,11,-10,2,-2
PrPC surface inh,6,10,-4,-7,-1

41: C=C1CCN(CC(=O)OC)S(=O)(=O)c2ccccc21
42: CC(C)(C)c1cc(CSC(=S)NC2CCS(=O)(=O)C2)c(Br)c(C(C)(C)C)c1 (stereo unspecified)
43: C=C(C)[C@@H]1CC=C(CN2CCC(N3CCC(C(=O)N4CCCC4)CC3)CC2)CC1
44: CCOc1cc(N2CCOCC2)c(OCC)cc1NC(=O)Cc1ccccc1OC
45: C/C(=N\NC(=S)NCc1ccccc1)c1ccccc1F
assay / entry,41,42,43,44,45
UGM FP inh,-0.1,1.0,2.6,0.5,-3.7
FadD28 binding,-1.4,-2.4,-1.0,-0.8,-1.7
BoNT-F LC inh,-7,-6,0,-49,-1
GDH-TPI counter,1,6,-3,7,-5
FBA Mtb inh,7,1,0,3,-1
Rv3671c protease,-5,-4,-4,-3,-3
BioA inh,-2.3,-1.2,0.2,.,.
MazEF act,1,-5,-1,0,-6
PrPC surface inh,-3,-6,9,-3,2

Compound activity: PubChem BioAssay, several laboratories
